T cell modulator – modulates CD8 T cell binding to vesicles; 2C CD8+ T cell-vesicle binding, flow cytometry; stronger effect = lower value; calls only at 7 µM; 0.068% of 330,000 active;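 active = response, share of CD8 T cells binding vesicles, and their 90th percentile fluorescence all below set limits, cut at about 80% in these data, passing the limit was not always enough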
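Assay system – 2C mouse CD8+ T cells · Also added – QL9-loaded Drosophila micro-vesicles · Timing – Cell–vesicle co-incubation 1.5 h at 37 °C, staining 20 min on ice · Signal – flow cytometry of vesicle-bound cells · Measure – percent CD8+ FL2 mean versus row control · Controls – Peptide-free naked vesicles (low) and QL9 vesicles with 0.7% DMSO vehicle (high)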
Myeloid diff 2 – myeloid differentiation induction | ER-HoxA9 myeloid progenitors, lysozyme-GFP differentiation, flow cytometry | calls only at 10 µM | 1% of 360,000 active | AID 624256;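 active = normalized GFP-positive differentiation at or above the plate's own cutoff, the solvent-only control mean plus 3 SD; inconclusive = no clear call, values can overlap the other calls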;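 also: cells exposed to compound for four days before flow analysis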
NTR1 agonist – agonists of NTR1, primary screen, imaging, U2OS cells, beta-arrestin-GFP, high content (AID 493036) | 0.17% of 330,000 active | NTR1-U2OS beta-arrestin-GFP spot imaging, agonist mode | activation, % at 20 µM;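 active = activation at or above 40% of the spot to cytoplasm intensity ratio, with at least 20 cells analyzed; inconclusive = wells under 20 cells, flagged as cytotoxic or low count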;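 also: 0% = DMSO without peptide and 100% = 100 nM NTR1 peptide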
Target sequence (P30989 whole entry, looked up): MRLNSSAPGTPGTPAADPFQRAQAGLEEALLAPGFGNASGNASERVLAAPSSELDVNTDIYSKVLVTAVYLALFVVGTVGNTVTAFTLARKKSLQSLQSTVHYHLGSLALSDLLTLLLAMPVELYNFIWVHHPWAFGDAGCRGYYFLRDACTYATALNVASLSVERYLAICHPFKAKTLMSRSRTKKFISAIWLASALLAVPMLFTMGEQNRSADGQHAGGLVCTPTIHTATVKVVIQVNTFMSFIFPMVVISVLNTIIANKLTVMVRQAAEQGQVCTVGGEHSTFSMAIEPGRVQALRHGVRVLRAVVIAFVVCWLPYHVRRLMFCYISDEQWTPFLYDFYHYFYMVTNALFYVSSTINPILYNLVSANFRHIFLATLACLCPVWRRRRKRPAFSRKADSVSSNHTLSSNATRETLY
T cell modulator vesicle-bound % – recorded beside T cell modulator, whose call it bears; double positive events, %; measured here: CD8+ vesicle-bound cell fraction;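 binding gate set so that unloaded-vesicle control wells show 10% double positive cells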
NTR1 agonist cell count 20 µM – further read-out of NTR1 agonist, marked with its call; cell count; measured here: cell count, cytotoxicity flag
Myeloid diff 2 GFP+ MAC1+ % – further read-out of Myeloid diff 2, marked with its call; GFP+ MAC1+ double positive, %; measured here: differentiation confirmed by MAC1 staining
Starred values were filed as active, the others as inactive; i = inactive; ? = inconclusive; nt = no result given; + = active, no number.

SMILES | T cell modulator | T cell modulator vesicle-bound % | Myeloid diff 2 | Myeloid diff 2 GFP+ MAC1+ % | NTR1 agonist | NTR1 agonist cell count 20 µM
CC(=O)Nc1cccc(C(=O)OCC(=O)NC(=O)Cc2ccccc2)c1 | i | 56.1 | i | 0.3 | 0.4 | 54
CC1(C)CCc2cc(S(=O)(=O)N3CCN(S(=O)(=O)c4c(F)cccc4F)CC3)ccc2O1 | i | 12.0 | i | 0.9 | 2.2 | 51
O=C(COC(=O)COc1ccc(Cl)cc1Cl)NC1CC1 | i | 24.0 | i | 1.1 | -0.9 | 34
CCCCN(C(=O)COC(=O)c1ccccc1)c1c(N)n(CCC)c(=O)[nH]c1=O | i | 30.1 | i | 0.2 | 0.8 | 47
CCc1cccc(CC)c1-n1c(SCC(=O)N2CCc3ccccc32)nc(O)cc1=O | i | 33.7 | i | 0.3 | -1.5 | 66
CC(Oc1ccc2c(-c3ccccc3)cc(=O)oc2c1)C(=O)NC(Cc1c[nH]c2ccccc12)C(=O)O (stereo not drawn) | i | 47.6 | i | 1.4 | 2.1 | 74
Nc1ccc(-c2cc3ccccc3c(=O)o2)cc1 | i | 3.6 | i | 2.1 | 0.4 | 55
Cc1onc(-c2ccccc2)c1C(=O)NC1CCC(C)CC1 (stereo not drawn) | i | 35.8 | i | 0.7 | 1.0 | 60
O=C(c1cn(Cc2ccccc2)nc1-c1ccc(Cl)cc1)N1CCN(c2ccccn2)CC1 | i | 27.5 | i | 0.8 | 6.8 | 71
Cc1cc(=O)oc2cc(OCC(=O)Nc3cccnc3)ccc12 | i | 42.5 | i | 0.4 | -1.5 | 54
C[C@]12C=CC(=O)C=C1CCC1C2CC[C@@]2(C)C1CCC21OCCO1 (stereo partly drawn) | i | 28.1 | i | 0.3 | 7.2 | 57
COc1ccc([C@H]2CC(=O)C=C(c3cc(F)ccc3F)C2)cc1OC | i | 36.8 | i | 1.6 | 1.6 | 60
COc1ccc(S(=O)(=O)N2CCOCC2)cc1NC(=O)c1ccc(Cl)cc1 | i | 14.9 | i | 0.3 | 0.4 | 56
COc1ccc([C@H]2CC(=O)C=C(c3cc(OC)ccc3OC)C2)cc1 | i | 39.9 | + | 7.4* | 1.9 | 62
O=C(O)C1CCN(S(=O)(=O)c2ccc(Cl)s2)CC1 | i | 40.2 | i | 0.9 | 0.0 | 50
Cc1cccc(OCCOC(=O)c2ccc(F)c(S(=O)(=O)N3CCOCC3)c2)c1 | i | 9.5 | i | 0.8 | -2.0 | 66
NS(=O)(=O)c1cccc(NC(=O)COC(=O)CN2C(=O)c3ccccc3C2=O)c1 | i | 40.8 | i | 0.9 | 0.0 | 38
CCCCn1c(N)c(N(CCC(C)C)C(=O)C2CSC3(C)CCC(=O)N23)c(=O)[nH]c1=O (stereo not drawn) | i | 13.7 | i | 0.4 | 1.0 | 70
O=C(NCCOC(=O)c1ccccc1)c1ccccc1 | i | 12.6 | i | 0.9 | 0.0 | 58
O=C(NCC(c1ccco1)N1CCc2ccccc2C1)C(=O)Nc1cc(F)ccc1F (stereo not drawn) | i | 53.9 | i | 1.1 | 0.7 | 64
CC1CCCCC1NC(=O)COC(=O)c1ccc2c(=O)n3c(nc2c1)CCC3 (stereo not drawn) | i | 39.7 | i | 0.8 | -1.0 | 68
CCOc1ccccc1C(=O)NCC(=O)N1CCN(Cc2ccc3c(c2)OCO3)CC1 | i | 52.8 | i | 0.2 | 4.3 | 47
COc1cc(C(=O)N2CCN(c3ccccc3Cl)CC2)ccc1OCC(=O)N1CCOCC1 | i | 43.7 | i | 0.3 | -2.7 | 67
Cn1nc(C(=O)NNC(=O)CCc2ccccc2Cl)c2ccccc2c1=O | i | 49.7 | + | 1.6* | -0.5 | 65
C=CCN(CC(=O)c1sc(C(=O)OCC)nc1C)c1cccc(Br)c1 | i | 32.2 | i | 1.3 | 3.3 | 104

Next section; the last two above are carried over.
SMILES | T cell modulator | T cell modulator vesicle-bound % | Myeloid diff 2 | Myeloid diff 2 GFP+ MAC1+ % | NTR1 agonist | NTR1 agonist cell count 20 µM
Cn1nc(C(=O)NNC(=O)CCc2ccccc2Cl)c2ccccc2c1=O | i | 49.7 | + | 1.6* | -0.5 | 65
C=CCN(CC(=O)c1sc(C(=O)OCC)nc1C)c1cccc(Br)c1 | i | 32.2 | i | 1.3 | 3.3 | 104
CCCCn1c(N)c(N(CCC(C)C)C(=O)c2ccc([N+](=O)[O-])s2)c(=O)[nH]c1=O | i | 58.3 | i | 1.3 | -0.8 | 47
c1ccc(-c2nc(C3CCCCC3)c3ccccc3n2)cc1 | i | 28.7 | i | 2.5 | -0.9 | 91
Cc1ccc(Nc2nc(NCCO)nc(N3CCCC3)n2)cc1 | i | 13.7 | i | 0.7 | 0.6 | 42
CCN(C(=O)COC(=O)Cc1coc2cc(C)ccc12)c1c(N)n(Cc2ccccc2)c(=O)[nH]c1=O | i | 39.3 | i | 0.2 | -1.9 | 64
Cc1cc(Cl)ccc1OCC(=O)OCC(=O)NC1CCCC1 | i | 33.5 | i | 0.4 | 3.3 | 70
O=C1N[C@@H](c2ccccc2)COC(=O)[C@@H](Cc2ccc(F)cc2)CC/C=C/C[C@H]1CC(=O)N(CCO)Cc1ccccc1 | i | 20.2 | ? | nt | 14.5 | 52
CCN1C(=O)[C@H]2[C@@H](c3ccc(-c4cccc(Cl)c4)c(OC)c3)N[C@@](C)(C(=O)OC)[C@H]2C1=O | i | 18.7 | i | 7.5 | 5.4 | 87
CCc1ccc(NC(=O)CN(C(=O)N2CCN(CC)CC2)S(=O)(=O)c2ccc(C)cc2)cc1 | i | 57.1 | i | 1.1 | -0.1 | 67
COc1ccc(S(=O)(=O)N2CCC(C(=O)N(CC(C)C)C3CCS(=O)(=O)C3)CC2)cc1OC (stereo not drawn) | i | 45.7 | i | 0.5 | -1.2 | 48
CCc1cccc(C)c1NC(=O)COC(=O)C1CCN(S(=O)(=O)c2ccccc2)CC1 | i | 37.5 | i | 1.7 | 1.1 | 61
CC(=O)Nc1ccc(S(=O)(=O)NCCC(=O)N2CCN(C(c3ccccc3)c3ccccc3)CC2)cc1 | i | 39.8 | i | 0.6 | 1.7 | 61
CN(Cc1ccccc1)C(=O)c1[nH]cnc1C(=O)Nc1ccon1 | i | 37.7 | i | 1.4 | 0.0 | 64
O=C(c1cnn(C(=O)c2ccco2)c1)c1cc(F)ccc1O | i | 50.5 | i | 0.1 | 3.7 | 60
O=C(CNC(=O)c1ccccc1)OCc1nnc(-c2ccccc2)o1 | i | 56.4 | i | 0.6 | 0.4 | 54
Cc1c(NC(=O)c2cccc(NC(=O)Cc3ccc(F)cc3)c2)c(=O)n(-c2ccccc2)n1C | i | 35.4 | i | 1.0 | 2.8 | 50
CC1CCC(NC(=O)c2ccc(NS(=O)(=O)c3ccc4[nH]c(=O)[nH]c4c3)cc2)CC1 (stereo not drawn) | i | 24.3 | i | 0.7 | 0.6 | 68
O=C(CN1CCCC1c1cccs1)Nc1cc(S(=O)(=O)N2CCCC2)ccc1Cl (stereo not drawn) | i | 37.4 | i | 0.8 | 6.7 | 59
Cc1[nH]nc(C(F)(F)F)c1CCC(=O)NC1CCCCCC1 | i | 37.3 | i | 0.3 | 1.5 | 53
COc1cccc(-c2sc3ccc(OC)cc3c2-c2ccc(C(N)=O)cc2)c1 | i | 34.9 | i | 0.8 | 21.6 | 69
O=C(COc1ccccc1F)NNC(=O)c1ccc(F)c(S(=O)(=O)N2CCOCC2)c1 | i | 15.3 | i | 1.5 | 0.0 | 62
Cc1noc(C)c1S(=O)(=O)Nc1ccc2c(c1)C(=O)N([C@H](C)CO)C[C@H](C)[C@@H](CN(C)C(=O)Nc1ccccc1)O2 | i | 25.5 | i | 1.7 | -0.6 | 61
CN(CC(=O)Nc1ccc(F)cc1)CC(=O)N1CCCCC1 | i | 21.9 | i | 1.1 | 3.1 | 62
CCOC(=O)CCCCCC(=O)Nc1ccc2c(c1)C(=O)N([C@H](C)CO)C[C@@H](C)[C@H](CN(C)S(=O)(=O)c1cn(C)cn1)O2 | i | 3.9 | i | 1.7 | -3.4 | 82
CCCN(C(=O)c1cc(S(=O)(=O)N2CCCCCC2)ccc1OC)C1CCS(=O)(=O)C1 (stereo not drawn) | i | 40.2 | i | 1.6 | 1.0 | 69
COCCn1c(N)c(N(Cc2ccccc2)C(=O)c2cc(=O)[nH]c3ccccc23)c(=O)[nH]c1=O | i | 22.5 | i | 1.6 | -0.2 | 51

Fetched one by one from above:
SMILES | T cell modulator | T cell modulator vesicle-bound % | Myeloid diff 2 | Myeloid diff 2 GFP+ MAC1+ % | NTR1 agonist | NTR1 agonist cell count 20 µM
COc1ccc([C@H]2CC(=O)C=C(c3cc(F)ccc3F)C2)cc1OC | i | 36.8 | i | 1.6 | 1.6 | 60
COc1cccc(-c2sc3ccc(OC)cc3c2-c2ccc(C(N)=O)cc2)c1 | i | 34.9 | i | 0.8 | 21.6 | 69

(next part)
SMILES | T cell modulator | T cell modulator vesicle-bound % | Myeloid diff 2 | Myeloid diff 2 GFP+ MAC1+ % | NTR1 agonist | NTR1 agonist cell count 20 µM
C#CCOCCOCCOCCNc1nc(N2CCN(C(=O)[C@H]([C@@H](C)O)n3cc(CCCCN)nn3)CC2)nc(N2CCN(C(=O)[C@H]([C@@H](C)CC)n3cc(CCCCN)nn3)CC2)n1 | i | 38.3 | i | 1.6 | 0.2 | 49
CC(=O)Nc1ccc(NC(=O)C(C)OC(=O)c2ccc3ccccc3n2)cc1 (stereo not drawn) | i | 35.0 | i | 1.0 | 0.3 | 59
O=C1C[C@@H]2c3c(cccc3CN1Cc1ccc(F)cc1)C[C@@H](O)[C@H]2O | i | 19.4 | i | 0.1 | -1.3 | 62
COc1ccc(OCCNC(=O)c2cc(C3CC3)nc3c2cnn3C(C)C)cc1 | i | 37.9 | i | 0.6 | 2.7 | 59
Brc1cc2ccccc2[n+](Cc2ccccc2)c1 | i | 31.7 | i | 2.1 | 0.0 | 89
COC(=O)c1c(NC(=O)CN2C(=O)NC3(CCCCC3C)C2=O)sc2c1CCC2 (stereo not drawn) | i | 13.7 | i | 0.9 | 4.4 | 70
COc1ccccc1C(=O)NC(CCSC)C(=O)NNC(=O)c1ccccc1O (stereo not drawn) | i | 40.3 | i | 0.7 | 2.0 | 58
COc1cc(NC(=O)C[n+]2ccc(C(=O)c3ccccc3)cc2)cc(OC)c1 | i | 50.8 | i | 0.8 | -0.3 | 59
COc1ccc(Br)cc1/C=C(\C(=O)O)c1ccc(S(=O)(=O)N2CCCC2)s1 | i | 43.9 | ? | nt | 0.0 | 57
O=C(O)c1ccc(N2C(=O)CSC2=S)cc1 | i | 27.9 | i | 0.5 | -0.4 | 58
CCOC(=O)c1ccc(NS(=O)(=O)c2c(C)n[nH]c2C)cc1 | i | 9.8 | i | 1.0 | -3.3 | 61
COc1ccc(NC(=O)Cn2ccc(C(F)(F)F)n2)cc1S(=O)(=O)N1CCOCC1 | i | 20.3 | i | 1.7 | 1.7 | 38
CCN(CC(=O)Nc1c(F)cccc1F)C(=O)CCOc1ccccc1 | i | 17.9 | i | 0.6 | 2.0 | 44
CC12CCC(=O)N1C(C(=O)NNC(=O)COc1ccccc1Cl)CS2 (stereo not drawn) | i | 12.3 | i | 0.4 | 0.2 | 95
COc1cccc(NC(=O)CSc2nnc(-c3cccnc3)o2)c1 | i | 36.7 | i | 1.0 | 0.1 | 67
COc1ccc(-c2ccc3oc(-c4ccc(OC)cc4)c(C#CC4(O)CCCCC4)c3c2)cc1 | i | 43.2 | i | 1.5 | 9.6 | 50
CCOc1ccccc1OCC(=O)NN=C1CCCC(=O)C1 | i | 37.7 | i | 1.6 | 0.3 | 53
CC(Sc1nnnn1C1CCCC1)C(=O)Nc1cccc(S(=O)(=O)N2CCOCC2)c1 (stereo not drawn) | i | 32.2 | i | 0.9 | 1.5 | 55
COc1cc(OC)cc(C(=O)NCC(=O)OC2CCCCC2=O)c1 (stereo not drawn) | i | 38.1 | i | 0.6 | -0.1 | 48
O=C(COC(=O)c1ccc([N+](=O)[O-])s1)NNC(=O)c1ccccc1 | i | 52.0 | i | 1.5 | -1.8 | 45
O=C(O)C1CC=CCC1C(=O)NCc1ccc(Cl)c(Cl)c1 (stereo not drawn) | i | 19.8 | i | 0.5 | 1.9 | 58
Cc1ccc(S(=O)(=O)N2CCCCC2)cc1NC(=O)COc1ccccc1 | i | 32.1 | i | 0.7 | -3.2 | 44
CN(C(=O)COC(=O)c1ccccc1NCc1ccco1)c1c(N)n(Cc2ccccc2)c(=O)[nH]c1=O | i | 22.1 | i | 0.5 | 1.1 | 72

Sorted by the number under Myeloid diff 2 GFP+ MAC1+ % (rising): three from the list above.
compound	T cell modulator	T cell modulator vesicle-bound %	Myeloid diff 2 GFP+ MAC1+ %
CC(=O)Nc1cccc(C(=O)OCC(=O)NC(=O)Cc2ccccc2)c1	i	56.1	0.3
CCCCn1c(N)c(N(CCC(C)C)C(=O)C2CSC3(C)CCC(=O)N23)c(=O)[nH]c1=O (stereo not drawn)	i	13.7	0.4
COC(=O)c1c(NC(=O)CN2C(=O)NC3(CCCCC3C)C2=O)sc2c1CCC2 (stereo not drawn)	i	13.7	0.9

An excerpt, so the mix of outcomes need not match the whole.
